# DUSP3 inh: DUSP3 (human) phosphatase inhibition | inhibition, % at 13.3 µM | P51452 | recombinant VHR phosphatase, pNPP absorbance | AID 1654 | 0.52% of 290,000 active; in the data active = inhibition above about 50%; note: some compounds called inactive have numbers as strong as hits
# Target sequence (P51452 whole entry, looked up): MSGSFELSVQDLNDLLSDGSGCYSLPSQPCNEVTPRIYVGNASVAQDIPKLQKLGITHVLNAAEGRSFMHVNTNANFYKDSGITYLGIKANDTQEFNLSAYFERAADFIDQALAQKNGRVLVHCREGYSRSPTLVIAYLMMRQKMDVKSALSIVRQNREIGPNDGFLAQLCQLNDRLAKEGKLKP
# Mtb UGM inh: blocks M. tuberculosis UGM enzyme. P9WIQ1. purified UGM, fluorescence polarization probe displacement. inhibition, % at 10 µM. 0.06% of 320,000 active. AID 504406; in the data active = inhibition above about 10%, passing the limit was not always enough
# Target sequence (P9WIQ1 whole entry, looked up): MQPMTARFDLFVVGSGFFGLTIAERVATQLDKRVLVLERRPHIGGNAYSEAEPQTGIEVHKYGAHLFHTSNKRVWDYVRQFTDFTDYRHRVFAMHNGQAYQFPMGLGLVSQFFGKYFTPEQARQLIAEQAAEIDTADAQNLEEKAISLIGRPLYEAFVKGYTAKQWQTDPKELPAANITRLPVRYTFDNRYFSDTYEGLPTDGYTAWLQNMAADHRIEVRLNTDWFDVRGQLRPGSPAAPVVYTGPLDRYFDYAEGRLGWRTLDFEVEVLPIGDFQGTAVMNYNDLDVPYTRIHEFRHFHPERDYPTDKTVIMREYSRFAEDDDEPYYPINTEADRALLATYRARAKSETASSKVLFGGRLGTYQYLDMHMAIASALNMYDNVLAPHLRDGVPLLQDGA
# CCHFV vOTU inh: CCHFV vOTU protease inhibition | Pep-AMC fluorescence | inhibition, % at 11.5 µM | 0.55% of 370,000 active | AID 651958; note: 0% = vehicle wells with enzyme and 100% = no enzyme wells
# FadD28 FP inh: inhibitors of Mycobacterium tuberculosis FadD28 bisubstrate binding | FadD28 bisubstrate probe binding, fluorescence polarization | inhibition, % at 12.5 µM | 0.22% of 360,000 active; in the data active = inhibition above about 8.5%, passing the limit was not always enough
# Mtb FBA inh: Mtb fructose-bisphosphate aldolase inhibition | 2.3% of 360,000 active | purified M. tuberculosis FBA, fluorescence read-out | inhibition, % at 1 µM | AID 588726 | P9WQA3; in the data active = inhibition above about 27%;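 note: 0% = vehicle and 100% = reference inhibitor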
# Target sequence (P9WQA3 whole entry, looked up): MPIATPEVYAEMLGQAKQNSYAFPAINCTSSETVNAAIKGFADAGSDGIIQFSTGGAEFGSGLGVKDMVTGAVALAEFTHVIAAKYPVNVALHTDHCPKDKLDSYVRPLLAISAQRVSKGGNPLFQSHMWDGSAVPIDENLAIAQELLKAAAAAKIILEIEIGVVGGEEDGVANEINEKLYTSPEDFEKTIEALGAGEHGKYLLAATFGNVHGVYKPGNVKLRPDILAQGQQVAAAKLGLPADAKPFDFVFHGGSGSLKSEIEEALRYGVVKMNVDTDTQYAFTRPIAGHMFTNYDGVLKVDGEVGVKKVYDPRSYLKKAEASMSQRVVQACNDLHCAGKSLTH
# MazF activator: MazEF (E. coli) toxin RNase activation. FAM/BHQ RNA-DNA oligo cleavage fluorescence, 5 h. activation, % at 20 µM. 0.32% of 350,000 active; in the data active = activation above about 50%
# Target sequence (P0AE70 whole entry, looked up): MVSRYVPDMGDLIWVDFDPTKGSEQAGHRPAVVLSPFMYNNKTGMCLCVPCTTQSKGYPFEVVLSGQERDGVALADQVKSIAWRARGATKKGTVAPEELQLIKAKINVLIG
# GDH-TPI counter: GDH-TPI coupled enzyme inhibition counter-screen; inhibition, % at 4.8 µM; 1.2% of 360,000 active; GDH-TPI coupled enzyme counterscreen, NADH absorbance;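 note: 0% = DMSO wells and 100% = wells lacking the enzyme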
# Rv3671c inh: Rv3671c (M. tuberculosis) protease inhibition | inhibition, % at 5.96 µM | P9WHR9 | AID 2606 | 0.048% of 320,000 active; in the data active = inhibition above about 38%;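 note: extracellular domain of Rv3671c used as enzyme; 0% = enzyme with DMSO and 100% = no enzyme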
# BoNT F protease: inhibitors of Botulinum neurotoxin F light chain protease | AID 588497 | Multiplex microsphere protease cleavage assay, flow cytometry | inhibition, % at 10 µM | 0.22% of 360,000 active; in the data active = inhibition above about 35%, passing the limit was not always enough; note: plate controls were buffer without enzyme for full effect and enzyme alone for no effect
# BioA inh: BioA (M. tuberculosis) enzyme inhibition; inhibition, % at 9.99 µM; purified M. tuberculosis BioA enzyme, plate reader; 0.096% of 360,000 active; in the data active = inhibition above about 40%
# Active calls of the source: *; x = no result given. Cut-off read from the data, not from the text of the source, unless noted: active = inhibition above about 30%; inactive = the rest.
No.	smiles	FadD28 FP inh	DUSP3 inh	CCHFV vOTU inh	BioA inh	MazF activator
1	C[C@H](NC(=O)[C@@H]1Cc2ccccc2CN1)C(=O)NC[C@H]1CC[C@H](C(=O)O)CC1	-2.4	14.1	7.7	-0.6	7.0
2	O=C(NCCCN1CCOCC1)c1ccccc1	-0.7	14.6	5.0	-1.7	2.6
3	COc1ccc(-n2c(=S)[nH]c3cc(C(=O)NCc4cccnc4)ccc3c2=O)cc1	-1.4	5.8	-3.8	-1.9	-21.3
4	CCC(=O)NC(=S)Nc1cccc(Cl)c1N1CCCC1	-2.1	16.6	-8.6	3.0	2.3
5	Oc1c(CN2CCCCC2)cc(COCc2ccccc2)c2cccnc12	-3.3	15.1	-4.5	4.0	0.0
6	CN1C(=O)C(=Cc2ccc(OCC(=O)Nc3ccccc3)cc2)C(=O)N(C)C1=O	1.0	-17.2	x	-1.8	-6.0
7	Oc1ccccc1Nc1ccccn1	-0.9	18.8	-14.4	-0.4	-3.4
8	O=C(COc1ccc(/C=N/NC(=O)c2ccc(O)cc2)cc1)Nc1ccc([N+](=O)[O-])cc1	-0.2	-3.8	-4.1	-4.4	-2.0
9	NS(=O)(=O)c1cccc(NC(=O)COC(=O)c2cc(-c3ccc(Cl)cc3)nc3ccccc23)c1	-3.3	0.4	18.8	-0.1	-19.0
10	N#CCSc1nnc(CNc2ccc(F)cc2)o1	-2.5	11.8	-1.7	x	7.2
11	O=C1COc2ccc(C(=O)COC(=O)Cn3cnc4ccccc43)cc2N1	-4.7	-5.4	5.0	0.4	-8.1
12	CCN=C(Nc1ccc(Cl)cc1)c1cccnc1	-0.7	18.6	3.1	0.4	-11.0
13	Cn1c(CSCc2ccccc2)nnc1SCC(=O)Nc1ccc(C(=O)O)cc1	-1.1	0.4	-6.7	x	4.0
14	Cc1coc(NC(=O)CSc2nc(-c3ccc(Cl)cc3)cc(C(F)(F)F)c2C#N)n1	-0.1	10.5	0.2	-1.1	-8.5
15	COC(=O)c1cc(OC)c(OC)cc1NC(=O)c1cc(OC)cc(OC)c1	-0.8	-13.6	2.4	x	17.9

No.	Mtb UGM inh	Mtb FBA inh	Rv3671c inh	GDH-TPI counter	BoNT F protease
1	1.6	0.9	-7.8	-2.0	20.1
2	-1.4	3.0	1.8	0.9	-1.5
3	3.2	-0.7	-3.4	7.6	-13.9
4	0.8	-1.8	-1.1	-0.6	0.7
5	-4.3	-2.3	7.2	11.7	-79.4
6	1.4	1.5	-2.1	2.4	1.4
7	3.8	19.2	-0.8	9.5	-7.6
8	0.0	2.8	-51.0	21.0	4.5
9	-1.6	3.0	-242.5	9.3	-7.1
10	0.7	-3.0	6.1	6.2	-9.7
11	-0.3	-2.8	-2.8	16.8	-3.4
12	3.9	1.5	7.5	-9.7	-7.3
13	5.0	0.5	-0.9	2.2	-3.6
14	-0.1	1.1	-4.5	0.0	0.2
15	0.6	1.9	-3.9	10.5	-1.5

# A different layout for 3 compounds above.
No.	Structure	FadD28 FP inh	DUSP3 inh	CCHFV vOTU inh	BioA inh	MazF activator	Mtb UGM inh	Mtb FBA inh	Rv3671c inh	GDH-TPI counter	BoNT F protease
2	O=C(NCCCN1CCOCC1)c1ccccc1	-0.7	14.6	5.0	-1.7	2.6	-1.4	3.0	1.8	0.9	-1.5
14	Cc1coc(NC(=O)CSc2nc(-c3ccc(Cl)cc3)cc(C(F)(F)F)c2C#N)n1	-0.1	10.5	0.2	-1.1	-8.5	-0.1	1.1	-4.5	0.0	0.2
15	COC(=O)c1cc(OC)c(OC)cc1NC(=O)c1cc(OC)cc(OC)c1	-0.8	-13.6	2.4	x	17.9	0.6	1.9	-3.9	10.5	-1.5

# Some entries already given, reduced to CCHFV vOTU inh and FadD28 FP inh:
cpd | structure | CCHFV vOTU inh | FadD28 FP inh
6 | CN1C(=O)C(=Cc2ccc(OCC(=O)Nc3ccccc3)cc2)C(=O)N(C)C1=O | x | 1.0
7 | Oc1ccccc1Nc1ccccn1 | -14.4 | -0.9

# Next compounds follow:
No.	smiles	FadD28 FP inh	DUSP3 inh	CCHFV vOTU inh	BioA inh	MazF activator
16	COc1ccc2nc(N3C(=O)C(O)=C(C(=O)c4ccco4)C3c3ccc(OC)c(OC)c3)sc2c1 (stereo not drawn)	-3.8	x	33.5*	5.3	8.1
17	O=C(NCc1ccccc1)Oc1cccc(Cl)c1	-2.5	5.1	-3.3	1.3	4.2
18	CCOc1ccc(C(=O)/C=C/Nc2ccc(S(=O)(=O)Nc3onc(C)c3C)cc2)cc1	1.9	-7.9	19.1	0.8	-3.5
19	O=C(NC1CCCC1)c1cc(-c2ccc(Cl)c(Cl)c2)on1	x	20.4	-3.2	-0.1	5.5
20	O=C1[C@H]2[C@@H](c3ccccc3)N[C@]3(CCCN(Cc4ccc(C(F)(F)F)cc4)C3=O)[C@H]2C(=O)N1Cc1ccccc1	-7.6	x	10.3	1.6	-0.3
21	CC(N=C1NS(=O)(=O)c2ccccc21)C(=O)Nc1ccc(F)cc1Cl (stereo not drawn)	-4.8	x	15.6	-0.6	2.7
22	CN(C)c1ccc(CNc2nc(-c3ccccc3)nn2S(C)(=O)=O)cc1	-1.3	14.9	4.3	-0.3	-1.5
23	CCN(CC)S(=O)(=O)c1ccc2c(c1)nc(SCC(=O)NCC1CCCO1)n2CC (stereo not drawn)	0.4	x	-6.3	1.0	0.2
24	COCCC(=O)N1CCC(Oc2ccc(C(=O)N3CCCCCC3)cc2)CC1	-2.0	-14.6	6.0	0.1	1.3
25	Cc1ccc2nc(SCC(=O)NC3CC3)[nH]c2c1	1.4	24.0	7.8	-1.1	4.8
26	CC(=O)CSc1nc(CCc2ccccc2)c(C#N)c(=O)[nH]1	-1.3	x	-13.0	-0.1	4.0
27	CCOc1ccc(C2CC=C(C(C)=O)CN2S(=O)(=O)c2ccc(C)cc2)cc1 (stereo not drawn)	-6.7	x	12.2	-3.0	x
28	Cc1ccsc1/C=N/NC(=O)c1ccc2ccccc2c1	-0.9	22.9	20.0	-7.2	-1.2
29	CCOC(=O)N1CCN(C2=CC(=O)OC23CCCCC3)CC1	-11.2	-3.9	13.5	-5.1	-5.1
30	CC(=O)Nc1ccc(S(=O)(=O)NCCc2cc3c(C)ccc(C)c3[nH]c2=O)cc1	-4.2	5.6	5.4	-0.4	-0.5

No.	Mtb UGM inh	Mtb FBA inh	Rv3671c inh	GDH-TPI counter	BoNT F protease
16	x	-5.0	x	9.7	6.7
17	-2.2	-0.7	1.7	-2.4	-0.2
18	-0.5	-5.2	-5.2	30.3	-3.1
19	3.3	-2.2	3.7	4.5	-4.0
20	x	-3.7	x	-8.1	-11.3
21	-3.2	-1.1	5.5	1.0	-15.5
22	0.3	-2.8	3.6	-1.0	-3.3
23	-4.1	0.6	10.4	2.8	x
24	-0.9	-0.8	-0.8	-1.3	-7.1
25	-0.3	0.4	0.5	-2.8	4.2
26	x	-1.6	x	-2.5	x
27	x	-1.7	x	x	-1.6
28	1.6	2.7	-14.6	21.4	1.0
29	-2.8	1.0	10.4	9.8	-0.2
30	0.3	-1.6	-5.1	-1.9	-2.7

# The list goes on.
No.	smiles	FadD28 FP inh	DUSP3 inh	CCHFV vOTU inh	BioA inh	MazF activator
31	CCCCn1c(=O)n(CC(=O)Nc2ccc(OC)c(Cl)c2)c(=O)c2c1nc(CO)n2CCC	-0.8	-5.7	3.3	0.7	8.6
32	Cc1ccc(NC(=O)/C=C2\NC(=O)CS2)cc1	-2.3	-11.5	-1.0	x	-1.2
33	COc1ccccc1N1CCN(S(=O)(=O)CCNC(=O)COc2ccccc2)CC1	-3.2	x	-7.9	-0.8	-5.4
34	O=C(Cc1noc2ccccc12)NNC(=S)Nc1ccccc1	-1.1	21.9	8.1	-0.2	2.1
35	O=C(NCC1CCCO1)c1ccccc1-c1nc(-c2ccccc2F)no1 (stereo not drawn)	-1.2	21.1	10.9	-2.3	-2.6
36	COc1ccc(C2NC(=O)NC3=C2CCc2ccccc23)cc1 (stereo not drawn)	1.9	15.3	x	4.5	5.5
37	COc1ccc(N(C(=O)Cc2cccs2)C(C(=O)NC2CCCC2)c2ccncc2)cc1 (stereo not drawn)	-4.4	24.1	-0.7	-0.1	3.6
38	COc1cc(/C=C2\SC(=O)N(CCNC(=O)c3cnc(C)cn3)C2=O)cc(OC)c1OC	-2.9	30.5	-2.3	x	3.0
39	COc1cc(CCc2ccc3c(c2)OCO3)oc(=O)c1	0.0	6.5	-5.2	-1.6	2.6
40	O=C(CCCC(=O)N1CCN(c2ccccc2F)CC1)N1CCN(c2ccccc2F)CC1	-3.4	39.3	2.5	x	6.3
41	Cc1cc(C)n(C(=O)c2cc(F)c(F)cc2C)n1	-1.2	15.1	-2.7	x	-4.9
42	CC1CCC(NC(=O)c2cccn2C)CC1 (stereo not drawn)	-2.0	x	-3.5	-0.3	1.8
43	Cc1nn(-c2ccccc2)c(Cl)c1C(=O)NCC(C)c1ccccc1 (stereo not drawn)	-5.1	-2.7	-14.0	12.8	2.1
44	Cc1cc(C)n2c(SC(C)C(=O)NC3(C#N)CCCCC3)nnc2n1 (stereo not drawn)	-1.2	x	-6.0	6.1	8.8
45	CCOC(=O)c1nn(-c2ccccc2)c(-c2ccccc2)c1C(=O)c1ccccc1	-3.7	-2.4	10.2	1.5	-5.6

No.	Mtb UGM inh	Mtb FBA inh	Rv3671c inh	GDH-TPI counter	BoNT F protease
31	-1.3	-1.2	-3.4	4.4	-10.9
32	1.2	-0.6	-2.2	15.6	0.8
33	x	-2.1	x	-0.9	-7.2
34	0.9	10.6	-2.9	5.0	1.1
35	-1.8	-4.4	-8.8	6.5	2.5
36	1.8	33.5*	1.5	10.9	3.2
37	1.6	-2.2	7.1	-15.7	4.4
38	-2.5	0.0	-0.1	13.5	-3.2
39	-1.7	2.3	0.8	13.7	-17.0
40	5.3	2.1	0.7	4.8	1.3
41	-1.9	-0.8	-1.8	-3.5	-3.5
42	x	5.3	x	10.9	2.6
43	3.8	-2.1	0.4	-6.0	-4.7
44	x	7.2	-14.0	-2.9	-13.6
45	0.4	-2.0	-2.9	-4.1	-8.5

# Further entries.
No.	smiles	FadD28 FP inh	DUSP3 inh	CCHFV vOTU inh	BioA inh	MazF activator
46	CCCn1cnc2c(SCc3ccccn3)nc(N)nc21	-1.5	x	1.4	0.0	10.0
47	CCC(=O)Nn1c(C2CCC2)nc2ccccc2c1=O	-0.2	4.9	-3.8	-2.0	8.0
48	O=C(CSc1n[nH]c(-c2ccccc2Cl)n1)NC1CCCCC1	-1.9	11.8	-0.8	1.7	-39.7
49	O=C(NC1CC1)C1CCN(C(=O)c2ccc(Cl)cc2Cl)CC1	0.1	6.9	-0.5	0.8	2.4
50	CCc1c(C(=O)Nc2ccc(OC)c(Cl)c2)[nH]c(C)c1C(C)=O	-6.6	26.1	3.8	-2.3	9.0
51	COc1ccc(C(=O)n2cc(C(=O)c3cc(C)ccc3O)cn2)cc1OC	-1.3	1.7	-0.3	x	11.9
52	COCCCNC(=O)CS(=O)Cc1nc(-c2cccc(OC)c2)oc1C (stereo not drawn)	0.7	10.7	-5.8	x	5.3
53	Cc1c(Cl)cccc1NC(=S)N(CCN(C)C)C(C)c1ccccn1 (stereo not drawn)	-4.3	26.9	-8.7	-0.9	5.4
54	Cc1cccc(C)c1NS(=O)(=O)c1c(C)[nH]c(=O)[nH]c1=O	-1.1	30.1	1.4	-0.6	-4.6
55	Cc1cc2ncn(C(=O)N3CCCCC3)c2cc1C	-3.3	35.3	-16.9	-0.7	8.0

No.	Mtb UGM inh	Mtb FBA inh	Rv3671c inh	GDH-TPI counter	BoNT F protease
46	x	2.7	x	6.2	-7.8
47	-1.6	2.9	-3.4	7.7	-13.5
48	-0.9	2.4	-7.0	2.2	18.5
49	2.7	3.3	-0.5	1.5	18.9
50	0.6	-0.7	-15.0	-3.4	-6.6
51	3.2	0.6	10.7	16.2	0.4
52	-0.8	0.3	-5.0	6.4	-5.9
53	-1.1	1.1	-0.1	-8.2	0.4
54	-1.2	1.4	-0.2	1.8	-9.5
55	4.2	-2.1	2.6	4.2	-8.3

# Screen by screen, as entered above:
# MazF activator for entries 46–55, in order: 10.0, 8.0, -39.7, 2.4, 9.0, 11.9, 5.3, 5.4, -4.6, 8.0

# Screening results as filed in PubChem BioAssay.
